From PubChem
sPLA2-III inh – human group III sPLA2 inhibitors, primary screen, biochemical, QFRET, BODIPY PC-A2 liposome substrate. Group 3 secretory phospholipase A2 (Homo sapiens), Q9NZ20. QFRET BODIPY PC-A2 liposome hydrolysis, fluorescence. inhibition, % at 12.2 µM. 0.56% of 370,000 active. AID 743126, 2013;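 active = inhibition above mean plus 3 SD of compounds lying within the high and low control bounds, cut at about 19% in these data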;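 also: 0% = median of test compound wells and 100% = no enzyme DMSO wells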
Target sequence (Q9NZ20 whole entry, looked up): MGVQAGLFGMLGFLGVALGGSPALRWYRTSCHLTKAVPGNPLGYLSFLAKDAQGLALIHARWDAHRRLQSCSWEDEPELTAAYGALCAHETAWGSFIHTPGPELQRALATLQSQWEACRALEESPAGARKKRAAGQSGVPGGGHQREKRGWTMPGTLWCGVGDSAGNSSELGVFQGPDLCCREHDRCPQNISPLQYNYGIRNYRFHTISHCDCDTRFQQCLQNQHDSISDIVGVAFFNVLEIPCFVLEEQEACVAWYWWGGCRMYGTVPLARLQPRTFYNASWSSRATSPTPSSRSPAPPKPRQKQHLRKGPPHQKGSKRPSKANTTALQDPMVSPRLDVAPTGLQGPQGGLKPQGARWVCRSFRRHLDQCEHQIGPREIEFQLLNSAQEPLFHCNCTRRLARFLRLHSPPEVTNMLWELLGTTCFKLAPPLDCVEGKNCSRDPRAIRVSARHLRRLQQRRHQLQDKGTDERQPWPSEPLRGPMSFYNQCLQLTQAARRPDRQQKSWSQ
hgDAF12 agonist – H. glycines DAF-12 receptor agonists, primary screen, cell-based, luminescence, HEK293, GAL4 fusion, UAS-luciferase. HEK293 GAL4-hgDAF12 UAS-luciferase reporter, agonist luminescence; normalized to butyrate control. 1.8% of 370,000 active. activation, % at 6.8 µM. Nuclear hormone receptor DAF-12 (Heterodera glycines), GAL4 fusion;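 active = activation above a cutoff set at the mean of all screened compounds plus 3 SD, cut at about 10% in these data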;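 also: 0% = DMSO wells and 100% = sodium butyrate wells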
GAA850 FXN act – FXN promoter activators, primary screen, cell-based, luciferase luminescence, HEK293 lucGAA850 | HEK293 lucGAA850 FXN promoter luciferase reporter, 24 h; percent of 10 µM SAHA response | activation, % at 6 µM | 0.56% of 360,000 active | AID 540364, 2011;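 active = activation above the average of all compounds screened plus 3 SD, cutoff fixed separately per campaign, cut at about 7.5% in these data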;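 also: 0% = DMSO wells and 100% = 10 µM SAHA wells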
DAX1 inh-1 – DAX1 (NR0B1) inhibitors on StAR promoter, primary screen, cell-based, luminescence, SF-1 (NR5A1), full-length DAX-1; 1.1% of 370,000 active; AID 652010, 2013; HEK293T StAR-luciferase reporter, SF-1/DAX-1 repression relief; inhibition, % at 6.8 µM;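 active = inhibition above the mean over all tested compounds plus 3 SD, cut at about 3.6% in these data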;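 also: 0% = DAX-1 cells with DMSO and 100% = cells lacking DAX-1 with DMSO; higher inhibition means more luminescence from relief of DAX-1 repression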
SMARCA2 activ – SMARCA2 (BRM) function activators, primary screen, cell-based, luminescence, high throughput; AID 652017, 2013; 1% of 370,000 active; MG213 cells, MMTV-luciferase reporter, dexamethasone, overnight; activation, % at 9.1 µM; in the data active = activation above about 7.8%;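 also: 0% = vehicle wells and 100% = reference activator wells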
ssDAF12 agonist – S. stercoralis DAF-12 nuclear receptor activators, primary screen, cell-based, luminescence, HEK293, GRIP1 co-expression, lit1-tk-luc; Nuclear hormone receptor DAF-12 (Strongyloides stercoralis); HEK293 ssDAF-12/GRIP1 lit1-tk-luc reporter; % of 3 µM dafachronic acid response; activation, % at 6.8 µM; 1% of 370,000 active; AID 652126, 2013;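 active = activation above the mean over all tested compounds plus 3 SD, cut at about 0.9% in these data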;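 also: 0% = DMSO-only wells and 100% = 3 µM delta7-dafachronic acid wells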
DAX1 inh-2 – DAX1 (NR0B1) inhibitors, primary screen, cell-based, HEK293, Gal4-DAX1, luciferase luminescence. Nuclear receptor subfamily 0 group B member 1 (Homo sapiens), P51843. inhibition, % at 6.75 µM. 0.99% of 340,000 active. HEK293 Gal4-DAX1 luciferase reporter. AID 504766, 2011;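 active = inhibition above the mean over all tested compounds plus 3 SD, cut at about 4.2% in these data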;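 also: 0% = DAX1-transfected cells with DMSO and 100% = empty-vector control cells with DMSO; inhibition shows as a rise in luminescence from relieved DAX1 repression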
Target sequence (P51843 207-470 limits assumed): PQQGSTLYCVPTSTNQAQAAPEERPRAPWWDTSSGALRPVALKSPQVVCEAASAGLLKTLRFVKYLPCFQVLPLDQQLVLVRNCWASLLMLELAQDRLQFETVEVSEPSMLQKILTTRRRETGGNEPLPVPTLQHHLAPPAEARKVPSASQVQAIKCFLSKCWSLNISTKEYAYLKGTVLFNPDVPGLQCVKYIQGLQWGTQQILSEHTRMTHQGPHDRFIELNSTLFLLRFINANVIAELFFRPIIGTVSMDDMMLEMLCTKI
hcDAF12 agonist – H. contortus DAF-12 nuclear receptor activators, primary screen, cell-based, luminescence, HEK293, lit1-tk-luc reporter | HEK293 hcDAF-12 lit1-tk-luc reporter; 0% DMSO, 100% Δ7-dafachronic acid | activation, % at 6.8 µM | 1.4% of 370,000 active;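 active = activation above the mean of all tested compounds plus 3 SD, cut at about 5.5% in these data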;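 also: 100% = response to 3 µM Δ7-dafachronic acid high control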
PG9 binder – binders of HIV-1 gp120 antibody PG9, primary screen, biochemical, TR-FRET. HIV-1 gp120 / PG9 antibody interaction. TR-FRET gp120-PG9 antibody binding. inhibition, % at 6.7 µM. 0.43% of 360,000 active. AID 624416, 2012; in the data active = inhibition above about 8.5%
PLC-beta3 inh – human PLC-beta3 inhibitors, primary screen, biochemical, fluorescence; 1-phosphatidylinositol 4,5-bisphosphate phosphodiesterase beta-3 (Homo sapiens), Q01970; Purified PLC-beta3, fluorogenic substrate; inhibition, % at 12.2 µM; 0.18% of 370,000 active; AID 720704, 2013; in the data active = inhibition above about 11%;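 also: 0% = median of compound wells on plate and 100% = full blocker control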
Rev-erbA mod – modulators of Rev-erb alpha DNA binding, primary screen, biochemical, FITC-DNA, fluorescence polarization, uHTS; Rev-erbα–FITC-DNA binding, 90 min; 0.79% of 370,000 active; activity, % at 10 µM;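 active = activity above about 14%, limit read from the data; passing the limit was not always enough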;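 also: 0% = DMSO wells with 35 nM protein and 100% = DMSO wells with 750 nM protein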
Starred values were filed as active, the others as inactive; i = inactive; / = not tested or not shown.

Every second line gives: sPLA2-III inh, PG9 binder, SMARCA2 activ, PLC-beta3 inh, DAX1 inh-2, DAX1 inh-1, GAA850 FXN act, hcDAF12 agonist, hgDAF12 agonist, Rev-erbA mod, ssDAF12 agonist
O=C(NC1CCCCC1)c1ccc(-n2cnnn2)cc1
  1.8, 0.1, 2.0, -5.3, 0.0, 0.1, 1.3, -1.7, -0.1, 0.9, -1.0
CCOC(=O)c1ccc(S(=O)(=O)N2CCN(C3CC(=O)N(c4ccccc4C(F)(F)F)C3=O)CC2)cc1 (stereo unspecified)
  -20.4, 0.6, -1.6, -7.5, 1.0, 0.3, 1.2, 1.6, 1.0, 0.6, -0.8
O=C(NCCCn1ccnc1)c1ccccc1NS(=O)(=O)c1ccc(F)c(F)c1
  -14.8, 0.5, -0.3, -1.5, -0.8, 0.1, -0.5, -1.5, -2.9, 0.7, -1.6
O=C(Nn1cnc2ccccc2c1=O)c1ccc([N+](=O)[O-])cc1Cl
  -0.7, -3.0, -0.1, -0.8, -0.1, -0.7, 0.4, -0.3, -0.4, 7.3, -1.7
O=C(OCC(=O)N1CCN(C(=O)c2ccco2)CC1)c1cccc(S(=O)(=O)N2CCc3ccccc32)c1
  -9.2, -2.9, -4.7, 0.3, -0.3, -0.6, 0.8, -0.6, 0.2, -7.1, -0.6
CCOc1ccccc1NS(=O)(=O)c1ccc(Br)s1
  -9.8, 0.3, -1.2, 0.7, -0.8, -0.7, 1.5, -2.6, 0.3, 5.5, -1.8
CCCn1c(=O)[nH]c(=O)c2c1nc(-c1cc([N+](=O)[O-])ccc1Cl)n2CCOC
  12.1, -3.2, -3.8, -4.4, -0.7, 0.0, 1.4, 1.7, -2.8, 2.7, -1.4
CC(C)(C)Cc1c(-c2ccc(F)cc2)nc2ccc(Br)cn12
  3.5, 2.8, 1.1, 5.9, 1.8, 1.3, -0.3, -1.8, 8.8, -1.4, -0.5
O=C(COC(=O)CN1C(=O)C(=O)c2ccccc21)OCN1C(=O)c2ccccc2C1=O
  3.3, -0.1, -1.2, 0.9, -0.2, -0.6, 2.4, 0.5, -0.1, 4.6, 0.3
Cc1ccc(C2=NOC3(CC(=O)N(c4ccccc4)C3=O)C2)cc1 (stereo unspecified)
  -5.6, -1.8, -1.1, -5.2, 3.3, -0.1, -0.6, -1.3, 1.2, 2.9, -0.5
O=C1CCC(C(=O)N2CCCCO2)CN1CCc1ccccc1 (stereo unspecified)
  0.5, -1.1, 4.4, -4.9, 2.7, 0.4, 2.7, 1.1, 9.5, -3.7, -0.3
COCCNC(=O)Cn1ccc2cc(S(=O)(=O)N3CCCCC3)ccc21
  3.8, 0.7, -1.7, -6.4, -0.5, -0.3, 1.2, 0.4, 0.4, 10.6, -1.3
CCCNC(=O)CN(c1ccc(F)c(Cl)c1)S(C)(=O)=O
  1.7, -2.6, 0.9, 4.7, -1.3, -0.3, -1.7, -1.1, 1.1, 3.9, -1.6
O=C(COC(=O)C1C2CC3OC(=O)C1C3C2)Nc1ccc(F)cc1 (stereo unspecified)
  -1.6, -3.1, -1.5, 2.4, -1.1, -0.4, -0.2, -0.7, -1.3, 1.4, -0.9
C=CCn1c(O)c(N=Nc2nc3ccccc3c(=O)n2-c2ccccc2)c2ccccc21
  18.0, -1.4, -5.5, 1.5, -0.4, -0.8, 3.8, 3.0, -1.5, -3.7, 0.0
O=C(COC(=O)/C=C/c1ccc([N+](=O)[O-])cc1)NCC1CCCCC1
  0.9, -1.9, -2.5, -3.6, -0.5, -0.6, 0.8, -0.5, -0.5, -2.7, -0.5
O=[N+]([O-])c1ccc(NC(=S)N2CCCC2)cc1
  -3.9, -2.0, -1.4, -1.1, -1.1, 0.0, 0.6, -0.6, 2.4, 2.3, -0.5
N=c1sccn1CC(=O)Nc1ccc(S(=O)(=O)N2CCOCC2)cc1
  4.6, 0.3, 3.9, 4.3, 0.1, -0.9, -0.9, -0.4, -0.3, 0.7, -0.9
Cc1cc(C)c(SCCc2ccncc2)c(C)c1
  -2.6, 0.7, -4.1, -1.9, -3.8, -1.4, 0.2, -2.1, -4.7, 2.8, -1.9
CCCCCCOC(=O)Sc1nc2ccccc2o1
  -2.9, -2.9, 0.8, -1.3, 0.3, 0.7, 0.2, -1.1, 3.7, -7.0, -0.7
CC1CCN(Cc2cc(=O)oc3cc(O)c(Cl)cc23)CC1
  -12.7, 1.8, -2.3, i, -0.4, 0.1, -1.6, -0.7, -1.0, -3.1, -1.3
O=C(C1=C(O)C(=O)N(c2ncccn2)C1c1cccc(Cl)c1)c1ccco1 (stereo unspecified)
  -15.9, 2.0, -2.9, -244.5, 0.1, -0.1, -0.2, -0.1, -0.8, 0.6, -1.4
CCOC(=O)N=Nc1c(O)n(C)c2ccccc12
  1.4, -3.1, 0.7, 4.9, -0.5, -0.3, -1.8, 7.3*, 5.4, 10.3, -0.5
Nc1ccn(Cc2ccc(F)cc2)n1
  4.3, -1.4, -0.6, -0.4, 1.1, 0.0, -0.1, -0.9, 2.1, -3.8, -1.3
COc1ccc(CCNC(=O)COC(=O)C23CC4CC(CC(C4)C2)C3)cc1
  0.0, -0.1, 1.4, 3.3, -2.0, -1.9, 3.3, 6.8*, 5.0, -0.1, -0.2
Cc1ccc(Cl)cc1NC(=O)COC(=O)c1ccc(N2CCCC2)c([N+](=O)[O-])c1
  -1.6, 0.0, -1.1, 2.2, /, 0.6, /, -0.3, -1.5, -3.5, -1.3
COc1cc(/C=C2/C(=O)NN(c3cccc(C)c3)C2=O)ccc1OC(=O)c1ccco1
  -13.6, 0.3, 2.7, 0.4, 1.1, -0.1, 0.3, -2.3, -3.0, -3.0, -1.5
CC(C)NC(=O)N(C)C[C@H]1Oc2ccc(NC(=O)Cc3ccccc3)cc2C(=O)N([C@H](C)CO)C[C@@H]1C
  3.1, 0.5, -4.9, 3.5, 0.9, 0.7, -1.6, -1.1, -0.7, -2.9, -0.6
Cn1nccc1-c1coc2c(C(=O)NCC3CCOCC3)cccc12
  -4.5, -0.4, -2.0, 4.7, /, -2.4, 1.4, -1.9, 0.8, 1.8, -1.1
CNC(=O)c1c(Cl)cnn1-c1ccc(F)cc1
  0.4, 1.2, -1.9, 2.3, 0.6, 0.3, 5.9, -0.7, 4.2, -1.6, -0.8
CN(C)C1CN(Cc2cn(Cc3ccc(F)cc3)nn2)S(=O)(=O)C1 (stereo unspecified)
  0.4, 0.6, -5.4, 1.3, /, -0.6, /, -0.2, 2.1, -0.1, -0.5
CCCCC[n+]1ccn(C2=C([O-])c3ccccc3C(=O)/C2=N\S(=O)(=O)c2ccc(Cl)cc2)c1
  7.2, -0.7, -4.2, -4.2, 0.8, 0.0, 0.0, -0.8, -2.2, 1.9, -0.6
COCCNC(=O)C(c1ccc(F)cc1)N(Cc1ccco1)C(=O)CCC(=O)Nc1ccccn1 (stereo unspecified)
  1.0, -0.7, -1.3, 0.9, 0.4, 0.2, -1.9, 0.9, 0.6, -5.0, -0.7
Cc1cc(C)n(-c2ccc(C(=O)OCC(=O)Nc3ccccc3[N+](=O)[O-])cc2)n1
  -0.3, -1.0, -0.5, 1.0, -0.4, -0.2, 2.6, -0.2, 2.8, -0.6, -0.5
O=C1/C(=C/c2ccccn2)SC(=S)N1NS(=O)(=O)c1ccccc1
  -15.5, -1.1, 0.4, -1.8, -0.8, 0.8, 1.8, 0.9, 1.8, 0.8, -0.4
CCOc1ccc2[nH]c(C(=O)N/N=C/c3ccc(OC)cc3)cc2c1
  -11.9, 0.1, -2.0, -175.0, -1.8, 0.0, -2.4, 0.0, -0.5, -1.5, -1.0
CC(C)CC1NC(=O)c2cccnc2-n2c1nc1cc(F)c(F)cc1c2=O (stereo unspecified)
  7.4, -2.2, 1.4, 0.9, 0.6, 0.4, -1.0, 0.3, 1.4, 12.0, -0.9
O=C(Nc1nnc(-c2ccccn2)o1)c1cccc(Cl)c1
  -3.1, 0.5, 1.8, -6.8, 1.7, 1.1, 0.0, 3.6, 1.5, -0.8, -0.8
COc1ccc(S(=O)(=O)Cc2ccc(C(=O)N3CCN(Cc4ccccc4)CC3)o2)cc1
  -2.7, -1.0, -0.5, -1.0, 2.1, -0.3, 0.2, -2.4, 3.2, 4.9, -1.4
O=C(CCn1c(SCC(=O)NCc2ccco2)nc2ccccc2c1=O)NCCc1ccccc1
  5.0, 0.8, -1.6, 1.2, 2.1, 0.0, 1.6, -2.5, -0.4, -1.6, -1.0
Cn1c(=O)n(C)c2cc(S(=O)(=O)NCCOCCO)ccc21
  3.9, 1.6, -1.3, -3.6, 0.8, -0.2, 1.6, -0.8, 0.2, 2.8, -1.7
Cc1c2cn[nH]c(=O)c2c(C)n1Cc1ccc(F)cc1
  4.5, 0.9, -0.8, -9.5, -0.8, 0.7, 1.5, 0.7, -1.8, -0.9, -0.9
O=C(CCC(=O)N1CCN(S(=O)(=O)c2ccccc2)CC1)NC1CCCc2ccccc21 (stereo unspecified)
  -0.3, -0.5, -0.3, -0.3, 0.8, 0.1, 1.4, 0.1, -1.8, -5.2, -0.9
O=C(NCc1nnc2n1CCCCC2)c1ccc(Cl)cc1Cl
  8.7, 1.6, -2.4, 0.6, 0.0, 0.5, 0.8, -0.9, -1.5, -2.6, -1.1
CC(C)c1cc(C(=O)N2CCCC(CCC(=O)N3CCN(c4ccccn4)CC3)C2)no1 (stereo unspecified)
  0.3, -1.0, -2.6, -7.7, -2.4, -1.2, 0.1, -3.7, -3.3, -1.8, -2.1
CCOC(=O)c1c(NC(=O)CN2CCN(C(=O)c3ccco3)CC2)sc2c1CCCC2
  -7.9, 1.0, -2.0, 2.5, 0.7, -0.4, 2.2, -1.1, -0.9, 1.7, -1.1
Cc1oc2nc(SCC(=O)NCc3cccnc3)nc(N)c2c1C
  0.8, 0.5, 0.3, 4.3, 0.5, -0.3, -0.3, -0.7, 0.5, -5.7, -1.1
CCOC(=O)C1CCN(S(=O)(=O)c2ccccc2)CC1
  -0.2, -1.0, 3.8, -3.4, -0.4, -0.3, 1.9, -1.3, 0.1, 2.0, -0.1
COC(=O)/C=C(\C)NC(=O)c1cccs1
  4.1, -0.1, 0.4, 1.9, 1.5, -0.2, 5.5, -0.2, 1.1, -3.5, -1.7
